# CHT allo act = CHT positive allosteric modulators, primary screen, cell-based, membrane potential dye, choline EC20. High affinity choline transporter 1 (Homo sapiens), Q9GZV3. CHT-expressing cells; active compounds read high; LV-AA mutant CHT in HEK293 cells. B-score at 10 µM. actives 0.49% (n = 310,000). AID 488977, 2010;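 active means initial fluorescence not abnormally high and integrated response B-score, plate-corrected, over 3 SD above library mean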
# Target sequence (Q9GZV3 whole entry, looked up): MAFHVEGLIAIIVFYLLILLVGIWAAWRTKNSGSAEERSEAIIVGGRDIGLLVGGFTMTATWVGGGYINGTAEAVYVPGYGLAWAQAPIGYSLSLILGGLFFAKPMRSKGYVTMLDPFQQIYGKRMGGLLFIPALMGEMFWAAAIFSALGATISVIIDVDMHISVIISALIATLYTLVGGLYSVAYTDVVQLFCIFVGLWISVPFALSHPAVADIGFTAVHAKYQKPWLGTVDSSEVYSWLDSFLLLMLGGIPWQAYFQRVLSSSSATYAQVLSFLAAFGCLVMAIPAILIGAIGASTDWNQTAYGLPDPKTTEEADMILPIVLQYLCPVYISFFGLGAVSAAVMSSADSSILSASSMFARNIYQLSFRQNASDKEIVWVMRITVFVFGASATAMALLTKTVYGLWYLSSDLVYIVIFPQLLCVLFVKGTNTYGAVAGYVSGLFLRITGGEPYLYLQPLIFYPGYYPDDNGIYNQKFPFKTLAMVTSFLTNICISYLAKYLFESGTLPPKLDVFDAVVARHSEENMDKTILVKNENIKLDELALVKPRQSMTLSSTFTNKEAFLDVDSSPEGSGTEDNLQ
# OX1R antag = OX1R (HCRTR1) antagonists, primary screen, fluorescence, CHO/OX1R cells, Fluo-8 calcium, orexin A; Orexin/Hypocretin receptor type 1 (Homo sapiens), O43613; inhibition, % at 5 µM; Fluo-8 calcium fluorescence; actives 0.43% (n = 330,000);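 active means inhibition above its plate's threshold, mean inhibition of all tested compounds on the plate plus 3 SD, cut at about 37% in these data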;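 further: 0% = orexin A challenge wells and 100% = SB-334867-A antagonist wells; not every result past the cut was called active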
# Target sequence (O43613 whole entry, looked up): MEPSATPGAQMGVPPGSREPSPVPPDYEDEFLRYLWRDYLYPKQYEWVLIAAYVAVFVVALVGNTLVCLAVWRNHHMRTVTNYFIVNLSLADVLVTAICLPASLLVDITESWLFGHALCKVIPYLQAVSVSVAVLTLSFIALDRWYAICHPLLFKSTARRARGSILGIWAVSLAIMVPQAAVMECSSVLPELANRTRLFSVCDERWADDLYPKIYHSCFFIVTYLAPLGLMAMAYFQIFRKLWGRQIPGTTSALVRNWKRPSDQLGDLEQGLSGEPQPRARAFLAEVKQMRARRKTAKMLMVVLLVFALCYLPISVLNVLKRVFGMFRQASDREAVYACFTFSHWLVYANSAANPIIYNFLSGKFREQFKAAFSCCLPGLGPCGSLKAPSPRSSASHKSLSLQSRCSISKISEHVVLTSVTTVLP
# * hit, by the source's call; i = inactive; · = not tested or not shown.
# Second line of a record – CHT allo act | OX1R antag
COC(=O)c1ccccc1N(C)C(=O)C12CCC(C)(C(=O)O1)C2(C)C (centres undefined)
  i | -15
Clc1ccc(-n2ncc3c(NCc4cccs4)ncnc32)cc1
  i | -17
O=C(Nc1c(F)cc(F)cc1Br)c1ccco1
  i | -6
CCOc1ccc(S(=O)(=O)NCC2CCCO2)cc1NC(=O)c1ccccc1F (centres undefined)
  i | -17
CC(=O)c1ccc(NC(=O)c2ccc3c(c2)C(=O)N(c2ccccn2)C3=O)cc1
  i | 0
CS(=O)(=O)N(CCc1ccccc1)CC(=O)N1CCN(c2ccc(F)cc2)CC1
  i | -9
OCCN(Cc1ccccc1)C(=S)Nc1ccc(Cl)cc1Cl
  i | -12
CC(=O)C1=C(C)Nc2ncnn2C1c1ccccc1OCc1ccccc1 (centres undefined)
  i | -26
CN(C)C(CNC(=O)CCOc1ccccc1)c1ccco1 (centres undefined)
  i | -8
COc1ccc(N2CC(C(=O)N3CCC(c4nc5ccccc5[nH]4)CC3)CC2=O)cc1 (centres undefined)
  i | -17
Nc1nc(SC23CC4CC(CC(C4)C2)C3)ns1
  i | -30
Cc1cc(C)nc(Nc2n[nH]c(-c3ccccc3C)n2)n1
  i | -13
O=C(C1COc2ccccc2O1)N1CCN(Cc2ccc(Br)cc2F)CC1 (centres undefined)
  i | -9
CCc1ccc(CN(C)C(=O)CCc2nnc(CCc3ccccc3OC)o2)nc1
  i | -24
CCCNC(=O)C(=O)Nc1cc2c3c(c1)CCC(=O)N3CCC2
  i | 0
O=c1c(-c2ccccc2)c(O)cc(-c2ccncc2)n1-c1ccc(Cl)cc1
  i | -15
CC(Oc1cccc(Cl)c1)c1ccnc2nc(/N=C/N(C)C)nn12 (centres undefined)
  i | -8
COc1ccc(CNC(=O)C(NC(C)=O)C(=O)Nc2ccc(OC)cc2)cc1 (centres undefined)
  i | -11
OCC[C@H]1C[C@H](O)[C@@H](O)[C@@]2(CCCCO2)O1
  i | -8
CC(C)c1ccc(N2C(=O)[C@@H]3Cc4ccccc4CN3C2=O)cc1
  i | -3
Cc1nnc(SCCn2c(N3CCC(C)CC3)nc3c2c(=O)n(C)c(=O)n3C)s1
  i | -20
O=C(CSc1nnc(-c2ccccc2)n1-c1ccccc1)NCc1ccco1
  i | -22
COC(=O)c1cc(NC(=O)C2(S(=O)(=O)c3ccc(Cl)cc3)CC2)cc(C(=O)OC)c1
  i | -27
CC1(C)CC(=O)C2=C(C1)Nc1cc(Cl)ccc1S2
  i | -7
CSCCC(NC(=O)c1ccccc1Cl)C(=O)N1CCC1 (centres undefined)
  i | -18
Cc1cc(/C=C2\C(=N)N3N=CSC3=NC2=O)c(C)n1Cc1ccccc1
  i | -22
Cc1nc2scc(C)n2c(=O)c1S(=O)(=O)NCCc1ccccc1
  i | -11
CN(Cc1ccc(Cl)s1)C(=O)CSc1nnc(C2CC2)n1C1CC1
  · | 0
Cc1ccc2c(CN(C)Cc3cccc(Cl)c3)cc(=O)oc2c1C
  i | -12
COc1ccc(CNC(=O)C/C(C)=N/NC(=O)COc2ccccc2)cc1
  i | -9
Cc1nc(/C(N)=N/OC(=O)c2ccccc2Cl)c(C(F)(F)F)o1
  i | -13
COc1ccc(CN=C2NC(=O)CC(C(=O)Nc3ccccc3C)S2)cc1 (centres undefined)
  i | -26
Cc1[nH]c2ccccc2c1CN1CCc2ccccc2C1
  i | 3
N#C/C(=C\c1cccnc1)C(=O)Nc1ccc(SC(F)F)cc1
  i | -3
O=C(CN1CCN(c2cccc(C(F)(F)F)c2)CC1)N(C1CC1)C1CCS(=O)(=O)C1 (centres undefined)
  · | -18
CCOC(=O)N1CCN(S(=O)(=O)N2CCCC(C(=O)NCc3cccc(OC)c3)C2)CC1 (centres undefined)
  i | -19
CCCn1ncc(CN2CCC(CO)(Cc3ccc(OC)cc3)CC2)c1C
  i | -22
COc1ccc(C(=O)N2CCC(n3nccc3NC(=O)C3CC3)CC2)c(OC)c1OC
  i | 1
C=CCC1(O)C(=O)N2C(=C1C(=O)N1CCOCC1)c1ccccc1CC2(C)C (centres undefined)
  i | -7
OC(CN(c1ccccc1)c1ccccc1)Cn1cnc2ccccc21 (centres undefined)
  i | 31
O=C(Nc1ccccc1)Nc1n[nH]c2nnc(-c3ccccc3)c(-c3ccccc3)c12
  i | -25
Cn1nnnc1Sc1ncnc2scc(-c3ccccc3C(F)(F)F)c12
  · | -20
Cc1nn(Cc2ccccc2Cl)c(C)c1NC(=O)NC12CC3CC(CC(C3)C1)C2
  i | -26
C=CCNC(=O)CN1CCC(c2nc3ccccc3[nH]2)CC1
  i | -13
CNC(=O)c1[nH]cnc1C(=O)Nc1ccc(C)cc1
  i | -11
O=C1c2ccccc2S(=O)(=O)N1CC1CC(c2ccccc2Cl)=NO1 (centres undefined)
  i | -24
CC(C(=O)NN=C(c1ccccc1)c1ccccc1)N1CCOCC1 (centres undefined)
  i | -19
O=C(CN1C(=O)c2ccccc2C1=O)Nc1cccnc1
  i | -3
Cc1ccc(S(=O)(=O)N(NC2=NS(=O)(=O)c3ccccc32)C(=O)c2ccccc2)cc1
  i | -9
CNc1ccncc1S(=O)(=O)NC
  i | 3
COc1ccc(-n2nc3cc(N)c(Br)cc3n2)cc1
  i | -16
Cc1ccc(C(=O)c2ccccc2C(=O)OCC(=O)NCCc2ccccc2)cc1
  i | -16
COc1ccc(N2CCN(C(=O)CNS(=O)(=O)c3ccc(C)c(C)c3)CC2)cc1
  i | -18
O=C(Nc1ccccc1-c1ccccc1)NC1CC2CCCC(C1)N2CCc1ccccc1 (centres undefined)
  i | -38
CCOC(=O)c1c(-c2ccc(C)o2)csc1NC(=O)CSc1nnnn1-c1ccccc1
  i | -19
COc1ccc(CNc2ncccn2)cc1OC
  i | -10
O=C(CCN1C(=O)c2ccccc2C1=O)NCc1ccc(F)cc1
  i | 1
N=C1/C(=C/c2cccn2CCOc2ccccc2)C(=O)N=C2SC=C(c3ccccc3)N12
  i | -11
CC(OC(=O)c1cc(=O)[nH]c2ccccc12)C(=O)NC1CCCCC1C (centres undefined)
  i | -21
Cc1nccn1CCCN1C(=O)CNC1=S
  i | 1

# The list continues.
# Second line of a record – CHT allo act | OX1R antag
Cc1cc(N)n(-c2ccccc2C)n1
  i | -26
CCCCn1c(O)c(N=Nc2ccccn2)c2ccccc21
  i | -45
Cc1cccc(/C=N/NC(=O)c2ccc(NC(=O)c3ccccc3Cl)cc2)n1
  i | 6
COc1ccc(-n2ncc3c2CC(C)(C)CC3NC(=O)C2=CC(=O)CC(C)(C)O2)cc1 (centres undefined)
  i | -22
CC(C)(C)c1ccc(C2(C)NC(=O)N(CC(=O)c3ccc[nH]3)C2=O)cc1 (centres undefined)
  i | -10
CCOc1ccc(Oc2nc(NCC(C)C)nc(N(C)C)n2)nn1
  i | -28
CCOC(=O)c1cnc2c(ccc3ccccc32)c1N
  i | -15
c1ccc(-n2nnnc2-c2cnc(-c3ccncc3)nc2-c2cccs2)cc1
  i | 21
CCC1=C(OC(=O)N(CC)CC)N2C(=O)OC(=NCCc3c[nH]c4ccccc34)[C@]2(C)[C@H]2C1=CC[C@H]1C(=O)N(C)C(=O)[C@H]12
  i | -34
O=c1[nH]c(C2CCN(S(=O)(=O)c3ccc(S(=O)(=O)NC4CC4)cc3)CC2)nc2c1nnn2Cc1cccc(F)c1
  i | -8
CCOc1ccc(NC(C)=O)cc1
  i | -2
NC(=O)CC[C@H](NC(=O)c1ccc(F)cc1)C(=O)OCC(=O)Nc1ccc(N2CCOCC2)cc1
  i | 7
O=C(O)C(c1ccccc1)N1C(=O)/C(=C/c2cccs2)SC1=S (centres undefined)
  i | -15
CCCCCCC/C=N/Nc1nnc(Cc2ccccc2)c(=O)[nH]1
  i | -18
CCOC(=O)c1c(C)c(C(=O)Nc2ccc(N(C)C)cc2)c(C)n1CC
  i | -40
COc1ccc(OC)c(NC(=O)C(=O)NCCC2=CCCCC2)c1
  i | -49
Cc1nn(Cc2ccc(Cl)cc2)c(C)c1NC(=O)c1c(-c2ccccc2)noc1C
  i | -15
COc1ccc(-c2c(C)c3ccc(OCC(C)=O)cc3oc2=O)cc1
  i | -5
O=C(N/N=C/c1ccccc1F)c1cccc2ccccc12
  i | -4
CC(C)C[C@H](NC(=O)Nc1ccc2c(c1)OCCO2)C(=O)O
  i | -12

# 3 entries picked at random from those above, as already listed:
# Second line of a record – CHT allo act | OX1R antag
CCOc1ccc(NC(C)=O)cc1
  i | -2
CCC1=C(OC(=O)N(CC)CC)N2C(=O)OC(=NCCc3c[nH]c4ccccc34)[C@]2(C)[C@H]2C1=CC[C@H]1C(=O)N(C)C(=O)[C@H]12
  i | -34
O=c1[nH]c(C2CCN(S(=O)(=O)c3ccc(S(=O)(=O)NC4CC4)cc3)CC2)nc2c1nnn2Cc1cccc(F)c1
  i | -8

# Ordered by SMILES length (largest number first): some entries from above
# Second line of a record – CHT allo act | OX1R antag
COc1ccc(-n2ncc3c2CC(C)(C)CC3NC(=O)C2=CC(=O)CC(C)(C)O2)cc1 (centres undefined)
  i | -22
CCOC(=O)c1c(C)c(C(=O)Nc2ccc(N(C)C)cc2)c(C)n1CC
  i | -40
CC(C)C[C@H](NC(=O)Nc1ccc2c(c1)OCCO2)C(=O)O
  i | -12
O=C(N/N=C/c1ccccc1F)c1cccc2ccccc12
  i | -4
Cc1cc(N)n(-c2ccccc2C)n1
  i | -26

# (listing goes on)
# Second line of a record – CHT allo act | OX1R antag
COc1cccc(-c2nc(CS(=O)(=O)CC(=O)Nc3ccccc3Br)c(C)o2)c1
  i | -2
COc1ccc(/C=C2\C(=O)N(Cc3ccc(F)cc3)CC(=O)N2Cc2ccccc2)cc1
  i | -9
O=C(CSc1ccccn1)Nc1ccc(N2CCOCC2)cc1
  i | 9
COc1ccc(N2CCN(C(=O)C3(S(=O)(=O)c4ccc(C)cc4)CC3)CC2)cc1
  i | -26
CCOc1ccc(-n2c(C)c(C(C)=O)c(C(C)=O)c2C)cc1
  i | -14
O=C(NC1CCCCC1)N1CCN(c2ncccn2)CC1
  i | 3
Cc1cc(NC(=O)CSc2ccccc2)no1
  i | 6
CCn1ncc(CNC(=O)C2(C)CC2(Br)Br)c1C (centres undefined)
  i | -6
COc1cc(OC)cc(C(=O)NCC(=O)N2CCN(S(=O)(=O)c3ccccc3F)CC2)c1
  · | 1
COc1cc(CN(C)Cc2cc(=O)oc3cc(C)c(Cl)cc23)ccc1OC(F)F
  i | -31
CCc1ccc(C2C3=C(CC(C)(C)CC3=O)OC3=C2C(=O)CC(C)(C)C3)cc1
  i | -27
O=C(CCNC(=O)c1ccccc1Cl)OCC(=O)c1ccccc1
  i | -10
COC(=O)[C@H](Cc1ccccc1)NC(=O)N1CCCCC1
  i | -4
NC1=NC(=O)/C(=C\c2ccco2)S1
  i | -12
CCCCC(=O)Oc1c(S(=O)(=O)c2ccccc2)c(C)nn1C(C)(C)C
  i | 2
Cc1cc(NC(=O)c2ccc(Cl)cc2)n(CCC#N)n1
  i | -6
O=C(N/N=C/C(Br)=C/c1ccccc1)c1ccccc1[N+](=O)[O-]
  i | -6
COc1ccc(C2=CC3=C(Br)C(=O)C(C)(O)C(=O)C3=CO2)cc1 (centres undefined)
  i | -8
CCc1c(C)sc(NC(=O)CN2CCN(C(=O)c3ccco3)CC2)c1C(=O)OC
  i | -21
CNC(=O)c1[nH]cnc1C(=O)Nc1ccccn1
  i | 16
O=C(Nc1ccc(S(=O)(=O)N2CCCC2)cc1)c1ccc2c(=O)n3c(nc2c1)CCCCC3
  i | -8
O=[N+]([O-])c1cc(S(=O)(=O)CCCN2CCOCC2)ccc1F
  i | -17
CCOc1ccc(NC(=O)CCNC(=O)c2ccco2)cc1
  i | -3
CCN(CC(=O)Nc1ccc(NC(C)=O)cc1)C(=O)Cc1coc2cc(C)c(C)cc12
  i | -25
Cn1ncc(N=Cc2ccccc2)c1C(=O)Nc1cccc(Cl)c1
  i | -13
Cc1ccc(C)c(N=Nc2nc3ccccc3n2C)c1
  i | -61
Fc1ccc(/C=N/NC(=S)Nc2ccc(Cl)cc2Cl)cc1
  i | -2
COc1cc(OC)c(C2CC(=O)N3CN(c4ccc(C)cc4)CSC3=C2C#N)cc1OC (centres undefined)
  i | -38
O=C1COc2ccc(S(=O)(=O)NCCc3ccc(Cl)cc3)cc2N1
  i | -9
COc1ccc(C)cc1NCc1cc(=O)oc2cc(-c3ccccc3)c(O)cc12
  i | -3
C=CCn1c(=O)c(C#N)cc2c(=O)n3ccccc3nc21
  7.2* | -9
CCC1(c2ccc(F)cc2)NC(=O)N(CC(=O)Nc2cccc(S(=O)(=O)N3CCCCC3)c2)C1=O (centres undefined)
  i | 6
NC(CO)C(=O)NNCc1ccc(O)c(O)c1O (centres undefined)
  i | -2
O=C(CSc1ccccc1Cl)N1CCC(c2nc3ccccc3s2)CC1
  i | -22
Cn1c(C(=O)NCC2CCCO2)cc2c(=O)n(C)c3ccccc3c21 (centres undefined)
  i | -16
CCOc1cc(CNS(=O)(=O)c2ccc3c(c2)CC(=O)N3C)cc(OCC)c1OCC
  i | -21
COc1ccc([N+](=O)[O-])cc1NC(=O)Cn1ccsc1=N
  i | -10
Cc1cc(C)c(S(=O)(=O)c2ccccc2)c(=O)[nH]1
  i | -12
CCCCn1c(N)c(N(CC)C(=O)CCNC(=O)c2ccc(Cl)cc2)c(=O)[nH]c1=O
  · | -13
CCN(CC)CCCN=Cc1c(O)n(-c2ccccc2C)c(=O)c2ccccc12
  i | -13
COc1ccc(C(=O)Cc2nnc(C)s2)c(OC)c1
  i | -14
COc1ccc(CC(=O)O/N=C(\N)c2ccc(Br)cc2)cc1OC
  i | -10
Cc1ccc(CSc2nc3ccsc3c(=O)n2Cc2ccccn2)cc1
  i | -18
O=C(Cc1ncc(C(F)(F)F)cc1Cl)NCc1ccco1
  i | -62
